SDO1 yeast rescue: growth rescue of sdo1-depleted yeast, primary screen, S. cerevisiae, bone marrow failure model; 140,000 compounds, 0.21% hits; z-score at 10 µM; S. cerevisiae sdo1-depleted JHY4D growth rescue, OD600 30 h; stronger effect = higher value; pdr5 snq2 efflux-pump mutant strain;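 active means z-score above 3 at both the 24 hr and the 30 hr optical density reads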;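 further: z-score against mean and SD of all compound wells on the same plate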
INS promoter inh: inhibitors of insulin promoter-driven GFP, primary screen, imaging, TRM-6 cells (human fetal islet line), eGFP reporter, cell count; inhibition, % at 2 µM; AID 1273, 2008; 130,000 compounds, 0.9% hits; reporter expression induced with tamoxifen;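 active means inhibition above the mean plus 3 SD, with well images judged a real hit on visual review, cut at about 60% in these data, passing the limit was not always enough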
SDO1 yeast rescue Rescue 24 h: second read-out of SDO1 yeast rescue, no call of its own (marks repeat the call); z-score; S. cerevisiae sdo1-depleted JHY4D growth rescue, OD600; measured here: growth rescue at 24 h;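 0 is the plate mean of compound wells and units are plate SD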
* marks the source's active call; other numbers are inactive results; / = not tested or not shown; & = joins results of further samples. This is a subset, so the mix of outcomes need not match the whole.

SMILES	SDO1 yeast rescue	SDO1 yeast rescue Rescue 24 h	INS promoter inh
O=C(N/N=C/c1ccc(Cl)cc1Cl)c1n[nH]c2c1CCCC2	1.38	1.86	20.0
CC1(C)CC2CC(C)(CN2C(=O)COC(=O)c2cc(Cl)cc(Cl)c2N)C1 (stereo not drawn)	-1.83	-1.83	-15.6
CCN(CC)S(=O)(=O)c1ccc(C(=O)NNC(=O)C2CCN(S(=O)(=O)c3ccc(Cl)cc3)CC2)cc1	0.26	-1.14	23.1
CCOc1cnc(-c2c(-c3ccccc3Cl)noc2C)o1	/	/	-27.3
CCC(=O)Nc1cc2c(cc1C(=O)CC)OCCO2	2.1	1.33	7.1
CCN(CC)CCCNC(=O)c1nn(-c2ccccc2OC)c(=O)c2ccccc12	0.56	0.63	11.7
Cc1cccc(Nc2nc3ccccc3s2)c1C	-1.11	-0.48	-34.5
NS(=O)(=O)c1ccc(CCNC(=O)CCCn2c(=O)[nH]c3ccc(Br)cc3c2=O)cc1	/	/	-15.0
O=C(C1CCCCC1)N1CCCC(c2nc3c(nnn3Cc3ccccc3)c(=O)[nH]2)C1 (stereo not drawn)	0.95	1.13	-7.1
CC1(C)Cc2c(C#N)c(SCC(=O)c3ccccc3)nc(N3CCCC3)c2CO1	/	/	-464.3
Cc1cc(/C=C2/SC(=O)N(CC(=O)N3CCOCC3)C2=O)c(C)n1-c1ccccc1F	-0.21	0.04	-87.8
CCc1ccc(OCC2c3cc(OC)c(OC)cc3CCN2C(=S)NC)cc1 (stereo not drawn)	/	/	58.3
COc1cccc(N2CCN(Cc3nc(N)nc(Nc4ccccc4OC)n3)CC2)c1	-0.27	-0.65	8.1
Cc1ccc(C2(C(F)(F)F)N=C3Sc4cc(C)ccc4N3C(=O)N2)cc1 (stereo not drawn)	0.57	0.09	40.5
CC(=O)c1c(C)[nH]c(C(=O)COC(=O)CCSc2ccccc2)c1C	0.14	0.13	-23.3
COc1cc2c(cc1NC(=O)CN1C(=O)NC3(CCc4ccccc43)C1=O)oc1ccccc12 (stereo not drawn)	-2.4	-2.08	0.0
CCn1cc(/C=N/NC(=O)c2ccc(C#N)cc2F)c2ccccc21	0.9	0.98	23.3
CCOC(=O)c1cc2sccc2n1CC(=O)C(C)(C)C	/	/	-213.3
O=C(O)Cn1nc(-c2ccc(F)cc2)oc1=O	0.94	2.13	0.0
Cc1[nH]n(S(=O)(=O)Cc2ccccc2)c(=O)c1N=Nc1ccccc1Cl	/	/	45.5
CC(C)c1ccc(N(C(=O)c2cc3ccccc3oc2=O)C2C=CS(=O)(=O)C2)cc1 (stereo not drawn)	0.4	0.63	/
CCCOc1ccc(C2NC(=O)NC2=O)cc1 (stereo not drawn)	0.59	0.37	9.7
COc1cc(C(=S)N2CCC(C(N)=O)CC2)ccc1O	0.16	-0.32	-200.0
CCc1nnc(NC(=O)CSc2nnc(-c3c[nH]c4ccccc34)n2CC)s1	0.23	0.06	21.4
Cc1cc2nnc(SCC(=O)NCc3cccs3)n2c2ccccc12	0.63	-0.24	14.3

Later entries:
SMILES	SDO1 yeast rescue	SDO1 yeast rescue Rescue 24 h	INS promoter inh
CNc1nc2c3ccccc3n(C(C)=O)c2s1	0.4	-0.77	56.5
Cc1ccc2[nH]ccc(=O)c2c1	0.65	0.31	0.0
N#C/C(=N\Nc1ccc(Cl)cc1)C(=N)N1CCCCC1	0.93	0.96	24.3
CCn1c(SCc2nc(CC(=O)Nc3ccccc3OC)no2)nnc1-c1cccs1	-0.06	-0.61	-19.4
CN(Cc1ccccc1)C(=O)C1CCCN(Cc2cccc(Cl)c2)C1 (stereo not drawn)	/	/	-92.9
COc1ccc(/C=N/Nc2c(Cl)cc(Cl)cc2Cl)cc1CN1CCOCC1	-1.1	-0.74	41.4
COc1ccccc1C(=O)N1CCN=C1c1ccccc1	1.15	1.54	-406.2
Cc1nc(SCC(=O)c2c[nH]c3ccccc23)n[nH]1	0.18	-0.37	-25.0
CCC(=O)NNc1nc2c(C)cccc2s1	/	/	47.1
Cc1c(NC(=O)CSc2nc(-c3ccco3)cc(C(F)(F)F)n2)c(=O)n(-c2ccccc2)n1C	-0.29	-0.33	23.8
O=C(Cn1c(=O)n(CC2CCCO2)c(=O)c2ccccc21)c1ccccc1 (stereo not drawn)	0.17	-0.74	12.9
O=[N+]([O-])c1ccccc1-c1cc(-c2cc(Cl)ccc2O)n[nH]1	-1.54	-0.69	-44.8
O=C(CCNC(=O)c1ccccc1Cl)Nc1ccc(S(=O)(=O)Nc2ncccn2)cc1	/	/	35.3
O=[N+]([O-])c1ccc(Cc2ccncc2)cc1	/	/	-38.9
S=C(Nc1ccccc1Oc1ccccc1)Nc1cccc(Cl)c1Cl	-1.97	-2.08	/
COc1ccc(S(=O)(=O)N(CCCN2CCCC2=O)Cc2cc3c(C)ccc(C)c3[nH]c2=O)cc1	0	-0.02	-67.7
CCOC(=O)Cc1csc(NC(=O)Nc2ccccc2)n1	-0.01	0.84	37.5
Cc1nc2sc(C(c3cccs3)N3CCN(c4cccc(Cl)c4)CC3)c(O)n2n1 (stereo not drawn)	2.16	2.25	/
O=C(Nc1ccccc1O)c1ccc(Cl)cc1	0.45	-0.24	-19.2
FCCCOc1ccc(-c2nccc(-c3ccc(Cl)cc3)n2)cc1	0.86	1.41	-13.3
COc1ccc2oc(C(F)(F)C(F)F)cc(=O)c2c1	0.84	1.39	-5.4
Cc1ccc(NC(=O)C2(NC(=O)c3ccccn3)CCCCC2)cc1Br	0.3	1.28	-69.0
CCOC(=O)c1cnc2ccccc2c1NCCc1ccc(OC)c(OC)c1	0.98	1.51	-2.9
NC(=O)c1ccc(N2CCCCC2)c(N2C(=O)CCC2=O)c1	0.38	-0.21	10.0
COc1cc(-c2nc3cnccn3c2Nc2ccccc2)ccc1O	0.5	0.14	/

2 of the compounds above, as a markdown table:
| smiles | SDO1 yeast rescue | SDO1 yeast rescue Rescue 24 h | INS promoter inh |
| --- | --- | --- | --- |
| O=[N+]([O-])c1ccccc1-c1cc(-c2cc(Cl)ccc2O)n[nH]1 | -1.54 | -0.69 | -44.8 |
| CCOC(=O)Cc1csc(NC(=O)Nc2ccccc2)n1 | -0.01 | 0.84 | 37.5 |

Back to the main list, repeating the four entries before the break.
SMILES	SDO1 yeast rescue	SDO1 yeast rescue Rescue 24 h	INS promoter inh
Cc1ccc(NC(=O)C2(NC(=O)c3ccccn3)CCCCC2)cc1Br	0.3	1.28	-69.0
CCOC(=O)c1cnc2ccccc2c1NCCc1ccc(OC)c(OC)c1	0.98	1.51	-2.9
NC(=O)c1ccc(N2CCCCC2)c(N2C(=O)CCC2=O)c1	0.38	-0.21	10.0
COc1cc(-c2nc3cnccn3c2Nc2ccccc2)ccc1O	0.5	0.14	/
CC1=C(C)/C(=N\OC(=O)/C=C/c2ccccc2)C=CC1=O	0.73	0.24	3.5
COCCN(C(=S)Nc1ccc(OC)cc1)C(C)c1cccs1 (stereo not drawn)	-0.37	-0.08	-30.0
O=C(c1ccc(COc2ccc(Br)cc2)o1)N1N=C(C(F)F)CC1(O)C(F)F (stereo not drawn)	-1.74	-2.34	3.1
CCN(CC)C(=O)Cn1nnc(-c2ccc(S(C)(=O)=O)cc2)n1	/	/	36.8
CC(=O)Nc1ccc(N=Nc2ccccc2)cc1	-0.27	-0.86	30.0
CCOP(=O)(/C(C#N)=C(\C)O)c1ccccc1 (stereo not drawn)	/	/	42.9
Cc1ccc(NC(=O)Nc2cccn(Cc3c(F)cccc3Cl)c2=O)cc1	/	/	31.6
O=C(/C=C/c1ccc(Cl)cc1Cl)Nc1ccncc1	-2.1	-1.94	20.0
CC(C)Cn1c(N)c(S(=O)(=O)c2cccs2)c2nc3ccccc3nc21	0.25	0.42	31.2
Cc1ccc(C)c(C(C)NC(=O)C2C3CCC(O3)C2C(=O)O)c1 (stereo not drawn)	1.27	0.93	/
Cc1onc(-c2ccccc2)c1C(=O)N1CCN(C/C=C/c2ccccc2)CC1	-0.6	-0.3	/
Cc1ccc(-c2cnc(N)n2C)cc1C	0.19	-0.24	33.3
Cc1cc2ccccc2c(=O)n1CC(=O)NCCC1=CCCCC1	/	/	-20.0
O=C(O)CN1C(=O)CSc2ccccc21	1.05	0.8	-50.0
CCOc1nc(-c2ccc(C)cc2)ccc1-c1noc(COC)n1	-0.04	0.7	-106.2
Cc1ccc(NS(=O)(=O)c2c(C)[nH]c(=O)[nH]c2=O)cc1C	0.44	-0.15	-25.0
CC(=O)Nc1ccc(NC(=O)C(C)OC(=O)/C=C/c2cccs2)cc1 (stereo not drawn)	/	/	9.1
CCCC(=O)N1CCCC(c2nc(-c3cccc(OC)c3)no2)C1 (stereo not drawn)	/	/	-15.0
CC(C)(C)OCC(O)CN1CCN(C(=O)c2ccccc2)CC1 (stereo not drawn)	/	/	0.0
COc1cc2c(cc1OC)CN(C(=O)CSc1nc(N)c(C#N)cc1C#N)CC2	-0.35	-0.4	/
O=C1Cc2ccccc2Sc2ccc(O)cc21	-1.8	-1.5	/
CC(C)C(NC(=O)c1ccccc1Cl)C(=O)OCc1nc2scc(-c3ccccc3Cl)c2c(=O)[nH]1 (stereo not drawn)	1.39	0.51	23.1
C=C(C(=O)c1ccccc1)C(C)CC(=O)c1ccccc1 (stereo not drawn)	-1.01	-1.01	/
C[n+]1ccccc1/C=N/O	0.01&0.14	0.27&0.83	-218.2&-33.3
Cc1ccc(C(=O)Nc2ccccc2N2CCN(C(=O)C(C)C)CC2)cc1	-0.9	-0.29	/

Gathered by group, those above with a CF3 group
SMILES	SDO1 yeast rescue	SDO1 yeast rescue Rescue 24 h	INS promoter inh
Cc1ccc(C2(C(F)(F)F)N=C3Sc4cc(C)ccc4N3C(=O)N2)cc1 (stereo not drawn)	0.57	0.09	40.5
Cc1c(NC(=O)CSc2nc(-c3ccco3)cc(C(F)(F)F)n2)c(=O)n(-c2ccccc2)n1C	-0.29	-0.33	23.8

Only SDO1 yeast rescue and INS promoter inh, for some of the entries so far:
| canonical_smiles | SDO1 yeast rescue | INS promoter inh |
| --- | --- | --- |
| Cc1onc(-c2ccccc2)c1C(=O)N1CCN(C/C=C/c2ccccc2)CC1 | -0.6 | / |
| Cc1ccc(NS(=O)(=O)c2c(C)[nH]c(=O)[nH]c2=O)cc1C | 0.44 | -25.0 |
| CC(C)C(NC(=O)c1ccccc1Cl)C(=O)OCc1nc2scc(-c3ccccc3Cl)c2c(=O)[nH]1 (stereo not drawn) | 1.39 | 23.1 |

Following part:
SMILES	SDO1 yeast rescue	SDO1 yeast rescue Rescue 24 h	INS promoter inh
FC(F)(F)c1cccc(N2Cc3ccccc3C2)c1	0.09	0.05	/
Cc1cc(-c2csc(N)n2)c(C)n1-c1ccc(Cl)c(Cl)c1	-1.45	-0.68	-19.4
O=C(Nc1cccc(S(=O)(=O)N2CCCCC2)c1)c1ccc2ccccc2n1	-0.33	0.26	0.0
CCOc1ccc(NC(=O)N(CCN(C)C)C(C)c2ccncc2)cc1 (stereo not drawn)	0	-0.38	/
CS(=O)(=O)c1ccc2nc(NC(NC(=O)c3ccco3)(C(F)(F)F)C(F)(F)F)sc2c1	1.16	0.57	0.0
COc1ccc(-c2nnnn2C)cc1S(=O)(=O)NCCc1ccccc1	2.13	1.43	20.9
CCCOc1nc(N)c(C#N)c(-c2ccccc2F)c1C#N	-1.25	-0.9	-39.3
Cc1[nH]c2ccccc2c1CCO	-0.17	-0.73	-20.7
ClCc1ncc(-c2ccc(Cl)cc2)o1	/	/	-14.3
CCCC(C)C(=O)Nc1nnc(C)s1 (stereo not drawn)	-0.1	-1.16	/
COc1ccc(-c2csc(NCc3ccco3)n2)cc1	-0.03	0.07	28.6
CCN(CC)CCNC(=O)C1CCN(S(=O)(=O)N2CCCCC2)CC1	0.01	-0.63	68.0
CCCCC(=O)N(CCOC)c1nnc(-c2ccc(OC)cc2)s1	-1.12	-0.51	-3.1
COC(=O)/C(=N\Nc1ccccc1)Sc1nnc(-c2ccc(OC)cc2)n1C	0.02	-0.44	-53.9
N#CCc1c(C#N)c(N)nc(N2CCN(Cc3ccc4c(c3)OCO4)CC2)c1C#N	-0.3	-1.22	37.8
O=C(NCc1cccnc1)C1CC(=O)N(CCc2ccccc2)C1 (stereo not drawn)	0.37	-0.4	/
Cc1nnc(NC(=O)CSc2ccc(-c3cccnc3)nn2)s1	/	/	16.7
Oc1ccc(Br)cc1CN1CCCCCCC1	0.57	-0.37	-27.3
COc1ccc(C(NC(C)=O)c2cc(Cl)c3cccnc3c2O)cc1OC (stereo not drawn)	/	/	-37.5
O=C(COc1ccc(Cl)cc1Cl)NNC(=S)Nc1ccc(F)cc1	-2.27	-1.81	/
COc1cc(NC(=O)C2CCCN(S(=O)(=O)c3cccc4nsnc34)C2)cc(OC)c1 (stereo not drawn)	1.15	1.34	/
COc1ccc(C(=O)NC(=S)NNC(=O)CCc2ccccc2)cc1	-0.28	0.02	3.6
CCCc1noc2c1/C(=N\O)CC(c1ccccc1)C2 (stereo not drawn)	-0.51	0.27	44.4
CC1OC(C)(C)OC1C1CNc2nc(NC(=O)C(C)(C)C)[nH]c(=O)c2N1C(=O)c1cccnc1 (stereo not drawn)	0.63	-0.31	6.9
Cc1onc(-c2ccccc2)c1C(=O)N/N=C/c1cc2c(cc1Cl)OCO2	-1.37	-1.61	/
CCN(CC)C(=O)C1=C(C)NC(=O)NC1c1ccccc1F (stereo not drawn)	-0.45	-0.77	33.3
CCCC(C(=O)NC1CCCCC1)N(CC1CCCO1)C(=O)CNS(=O)(=O)c1ccc(F)cc1 (stereo not drawn)	1.28	1.13	/
COc1ccc(/C=N/N=C/c2ccc(OC)c(OC)c2)cc1OC	0.14	-0.26	/
COc1ccc(Cl)cc1S(=O)(=O)NCc1cccnc1	0.95	0.7	22.9
CC(C)Cn1c(SCC(=O)c2c(N)n(C)c(=O)n(C)c2=O)nc2ccccc21	0.75	0.74	-60.0

High-throughput results from PubChem BioAssay.
